# Screens (PubChem)
# Growth percent in the NCI-60 one-dose screen (48 h, 10 µM unless noted): 100 = growth as untreated, 0 = no growth, -100 = all killed.
# NCI-H23: NCI-H23 lung cancer; hit rate 4% among 80,000
# COLO 205: COLO 205 colon cancer; AID 1794742; hit rate 7.3% among 79,000
# NCI-H522: NCI-H522 lung cancer; hit rate 8% among 78,000
# NCI-H322M: NCI-H322M lung cancer | hit rate 2.7% among 80,000
# HCT-116: HCT-116 colon cancer; AID 1794798; hit rate 7.3% among 82,000
# NCI-H226: NCI-H226 lung cancer. hit rate 3.5% among 79,000. AID 1794732
# HCT-15: HCT-15 colon cancer; hit rate 5.2% among 82,000
# NCI-H460: NCI-H460 lung cancer | hit rate 6.8% among 82,000
# NCI/ADR-RES: NCI/ADR-RES ovarian cells; AID 1794790; hit rate 4.4% among 81,000
# Numbers without * were called inactive; / = no result given; & = joins results of further samples. Rule for the calls: active = growth percent below 10; inactive = the rest. An unsorted share of the library. About 12% of those tested had a hit in this group.
SMILES,NCI-H23,COLO 205,NCI-H522,NCI-H322M,HCT-116,NCI-H226,HCT-15,NCI-H460,NCI/ADR-RES
C/C(=N\NC(=O)c1sc(=S)n(C)c1N)c1cccs1,101,102,99,104,103,99,97,112,111
Cc1cc(C)c2c(/C=C3/C(=O)NC(=S)NC3C)cc(=O)oc2c1 (stereo unspecified),92,104,84,93,89,95,97,103,95
O=C(N/N=C/c1cc([N+](=O)[O-])ccc1O)c1cccc2ccccc12,45,49,22,45,18,43,23,21,11
COc1ccc(C2C=C(C)N=C3SC(C)=NN32)cc1 (stereo unspecified),108,110,125,122,108,105,111,107,108
Clc1cccc2cnccc12,103,100,112,120,101,110,94,113,104
CNc1sc(S(=O)(=O)NC)nc1S(=O)(=O)c1ccc(C)cc1,102,112,95,96,100,93,94,109,103
CCCCOC(=O)/C=C\C(=O)OCCCC,98,101,98,103,103,108,99,104,102
Fc1ccc(Nc2csc(-c3ccccn3)n2)cc1Cl,86,117,84,90,100,71,97,103,98
CCCCCCCCOc1nc2c(c(=O)n(C)c(=O)n2C)n1C,96,104,89,107,95,78,100,102,90
COc1ccc(/C(C)=C(\c2ccc(Cl)cc2)c2ccc(OCCN(C)C)cc2)cc1F,87,26,87,77,44,96,16,22,79
O=C1NC(CO)C(=O)NC1CO (stereo unspecified),103,118,/,86,106,102,104,103,113
O=C(CCCC(=O)Nc1ccccn1)Nc1ccc(N2CCN(c3ccccc3)CC2)cc1,97,107,81,88,107,94,105,98,104
O/N=C/c1ccc(O)cc1,100,110,105,99,96,89,111,104,106
N#CN1c2ccccc2C=CC1O (stereo unspecified),87,122,68,101,72,98,84,98,76
COC(=O)C1=C(O)CC2CC(C(=O)OC)N3C(=O)COC123 (stereo unspecified),118,124,98,107,102,103,114,110,107
CCOC(=O)C1(C(=O)OCC)N=C(c2ccccc2)C=C1c1ccccc1,86,100,64,103,78,/,96,104,76
COC1=CC(c2ccc[nH]2)=N/C1=C\c1[nH]c(C)c(C(=O)CCCCCCCCC(=O)O[C@H]2CC[C@H]3C4CCc5cc(O)ccc5C4CC[C@]23C)c1C (stereo partly specified),40,19,15,51,7.8*,25,41,15,68
O=C(O)CCC(=O)Nc1ccc(S(=O)(=O)Nc2nccs2)cc1,90&108,108&104,87&94,97&103,96&91,86&104,103&104,106&110,89&105
COc1ccc(CN(N=O)c2ccc(C(=O)O)cc2)cc1,101,113,92,117,115,104,108,115,105
CC(=O)Nc1ccc(OC(C)=O)cc1N,107,115,98,99,106,102,104,111,107
N=C1c2nc3n(c2C(=O)c2c1nc1n2CCCC1)CCCC3,98,107,90,103,103,105,95,97,106
Nc1ccc(CCCCc2ccc(Cl)cc2Cl)cc1,/,121,86,111,91,101,102,104,126
C[C@]12CCC3c4ccc(OC(=O)c5ccccc5)cc4CCC3C1CC[C@@H]2O (stereo partly specified),99,93,99,102,96,102,98,98,83
Cc1c(-c2ccccc2)c(-c2ccccc2)c(C)n1Cc1ccc(Cl)cc1,74,67,72,81,28,63,41,22,67

# Next part; the last 5 above are carried over.
SMILES,NCI-H23,COLO 205,NCI-H522,NCI-H322M,HCT-116,NCI-H226,HCT-15,NCI-H460,NCI/ADR-RES
CC(=O)Nc1ccc(OC(C)=O)cc1N,107,115,98,99,106,102,104,111,107
N=C1c2nc3n(c2C(=O)c2c1nc1n2CCCC1)CCCC3,98,107,90,103,103,105,95,97,106
Nc1ccc(CCCCc2ccc(Cl)cc2Cl)cc1,/,121,86,111,91,101,102,104,126
C[C@]12CCC3c4ccc(OC(=O)c5ccccc5)cc4CCC3C1CC[C@@H]2O (stereo partly specified),99,93,99,102,96,102,98,98,83
Cc1c(-c2ccccc2)c(-c2ccccc2)c(C)n1Cc1ccc(Cl)cc1,74,67,72,81,28,63,41,22,67
Cc1nc2nccnc2[nH]1,104,108,88,111,96,99,103,110,112
CC(C)(C)c1ccc(/C=C2/SC(N3CCN(c4cccc(C(F)(F)F)c4)CC3)=NC2=O)cc1,98,104,88,95,84,103,91,99,93
COC(=O)c1c(C=O)cccc1[N+](=O)[O-],96,104,79,101,103,103,103,104,100
C=C(C)[C@@H]1CC[C@]2(C=O)CC[C@]3(C)[C@H](CC[C@@H]4[C@@]5(C)CCCNC(C)(C)[C@@H]5CC[C@]43C)[C@@H]12,79,-79*,84,92,25,92,34,17,85
CN(Cc1ccccc1)c1nc(Cl)c(C2CC(c3ccccc3)=NN2C=O)s1 (stereo unspecified),88,103,61,87,61,96,99,95,96
CC(=O)c1ccc(Cl)c(Cl)c1,110,94,88,97,101,100,104,103,109
O=C(/C=C(O)/C=C/c1ccc(F)cc1)/C=C/c1ccc(F)cc1,89,117,82,98,69,134,98,98,96
N#Cc1c(-c2ccccc2)nc2c(c(-c3ccccc3)nn2-c2ccccc2)c1-c1ccc2c(c1)OCO2,86,97,81,91,67,97,67,91,91
O=C(Nc1cccc(Cl)c1)N(C1CCCCC1)C1CCCCC1,99,105,79,103,98,97,99,105,106
CC(C)(C)C(=O)OCOP(=O)(OCOC(=O)C(C)(C)C)C1CCCN(OC(=O)c2ccccc2)C1=O (stereo unspecified),17,14,13,21,13,35,29,16,3.8*
CC(=O)Nc1cccc([N+](=O)[O-])c1,100,114,93,95,107,105,101,106,107
CCOC(=O)c1cn(CC(=O)c2ccccc2)c2nc(NCc3ccc(OC)c(OC)c3)nn2c1=O,86,86,77,/,84,79,94,102,99
CCOC(CN(CC)CC)c1ccc(CCc2ccccc2)cc1 (stereo unspecified),96,85,80,117,75,98,50,99,87
Oc1ccc(/C=C/c2nc(Nc3ccc(Cl)cc3)c3ccccc3n2)cc1,95,101,103,103,105,87,102,104,98
CCN1CCN(c2nc(-c3ccccc3)nc3oc(-c4ccccc4)nc23)CC1,103,108,102,94,99,101,106,100,105
N#C/C(=C\c1ccc(-c2ccc(Cl)c(Cl)c2)o1)c1ccccc1,72,112,77,85,69,62,82,77,86
CNC(=S)C(=S)NC,112,119,/,101,111,105,107,107,114
O=C(CCn1cc[n+](CC(=O)c2ccc([N+](=O)[O-])cc2)c1)Nc1cccc2cccnc12,96,101,96,95,95,90,95,101,101
Cc1cc(C)n(/N=C/c2ccco2)c(=O)c1C#N,103,104,118,115,103,103,115,114,105
CN1c2ccccc2Sc2cc(/C=N/Nc3ccnc4cc(Cl)ccc34)ccc21,92,101,99,107,57,91,50,104,13
Cc1cccc(N2CCN(CC(O)COc3cccc4ccccc34)CC2)c1 (stereo unspecified),/,106,100,/,95,100,98,98,99
Cc1c(N)cc2c(c1N)C(C)(C)CC2(C)C,99,105,/,105,102,102,99,117,101
COc1ccc(C(=O)c2cc(C)c(OC)c(C)c2)cc1OC(=O)CCl,29,9.6*,-40*,43,6.6*,53,13,6.7*,7.1*
O=c1[nH]c2ccc(Cl)cc2c2c1C(c1ccc(Cl)cc1)c1c(ncn3nc(-c4ccco4)nc13)O2 (stereo unspecified),101,106,84,104,101,99,98,101,105
CSc1nc(N)n(/N=C(\C)c2ccc(Br)cc2)c(=O)c1C#N,/,125,97,104,96,103,94,104,102
CN(C)Cc1cc(CN(C)C)c(O)c(C(=O)O)c1,103,110,97,/,105,101,101,105,102
CN1C(=O)NC2NC(=[N+]3CCOCC3)NC21 (stereo unspecified),100,106,90,102,104,96,103,102,101
O=C(Cn1cc(CN2C(=O)c3ccccc3S2(=O)=O)nn1)Nc1nc2ccccc2s1,103,104,84,98,88,105,107,105,98
Cc1cc(C)c([N+](=O)[O-])cc1[N+](=O)[O-],117,113,97,107,106,106,112,120,122
NC(=O)c1cc(N)nc(N)n1,106,112,106,107,103,111,114,114,110
O=C1/C(=C/c2ccco2)SC(=S)N1CC(=S)C1CCS(=O)(=O)C1 (stereo unspecified),105,117,88,91,96,97,96,95,103
O=C(Nc1ccc2ncnc(Nc3nnc(-c4ccncc4)s3)c2c1)c1ccccc1,92,92,80,91,76,80,86,73,102
O=C(/C=C/C(=O)Oc1ccccc1)Oc1ccccc1,101,111,114,112,106,107,89,101,99
O=C(Nc1nc(-c2ccc(Br)cc2)cs1)c1cc(-c2ccc(Br)cc2)nc2ccccc12,59,85,32,87,57,71,57,55,76
Cc1ccc(S(=O)(=O)n2cc(C(=O)C(=O)N3CCOCC3)c3ccccc32)cc1,79,112,75,99,87,82,97,113,75
CC(=O)/C(C)=C\C1=C(C)CCCC1(C)C,/,114,96,95,102,112,102,115,107
O=C1OC(c2ccc(-c3ccccc3)cc2)=C/C1=C/c1c2ccccc2cc2ccccc12,99,101,109,113,/,79,75,94,96
CCNc1ccc(-c2ccc(NCC)cc2)cc1,92,102,69,109,83,88,81,85,77
CS(=O)(=O)c1ccc(-n2nc(C(=O)NCc3ccccc3)cc2-c2ccc(Cl)cc2)cc1,90,107,59,88,70,85,66,71,84
CCc1cccc2c3c(sc12)C(c1ccc(OC)cc1)C(C#N)=C(/N=C/c1ccc(Cl)cc1)O3 (stereo unspecified),20,-19*,-40*,55,13,41,20,11,0.0*
CC(=O)NC1=NC(=O)/C(=C/c2ccc3c(c2)OCO3)N1C,93,103,83,108,93,99,104,99,98
O=S1SC(c2ccccc2)=NN1c1ccccc1 (stereo unspecified),92,110,87,90,70,88,57,95,86
O=[N+]([O-])c1cccc(SSc2cccc([N+](=O)[O-])c2)c1,99,82,97,116,94,106,92,109,116
c1cncc(-c2nc3cnccn3c2NCCN2CCOCC2)c1,91,/,89,96,89,97,100,105,95
COc1ccc(/C=C2\CCC/C(=C\c3ccc(OC)c(OC)c3)C2=O)cc1OC,22,23,-14*,45,-68*,/,-8.8*,-46*,11
CN[C@H]1CCc2cc(OC)c(OC)c(OC)c2-c2ccc(O)c(=O)cc21,93,96,82,87,95,87,81,92,96
O=C(Nc1ccc(OCc2cccc(F)c2)c(Cl)c1)c1cccnc1,80,100,65,93,70,72,54,98,77
C(=N\n1cnnc1)/c1ccc2c(c1)CCC2,96,106,86,/,105,86,97,111,103

# 7 entries from above, with two lines to a compound.
# Values run as follows: NCI-H23, COLO 205, NCI-H522, NCI-H322M, HCT-116, NCI-H226, HCT-15, NCI-H460, NCI/ADR-RES
- COc1ccc(/C=C2\CCC/C(=C\c3ccc(OC)c(OC)c3)C2=O)cc1OC
→ 22, 23, -14*, 45, -68*, /, -8.8*, -46*, 11
- CN[C@H]1CCc2cc(OC)c(OC)c(OC)c2-c2ccc(O)c(=O)cc21
→ 93, 96, 82, 87, 95, 87, 81, 92, 96
- O=C(Nc1ccc(OCc2cccc(F)c2)c(Cl)c1)c1cccnc1
→ 80, 100, 65, 93, 70, 72, 54, 98, 77
- O=[N+]([O-])c1cccc(SSc2cccc([N+](=O)[O-])c2)c1
→ 99, 82, 97, 116, 94, 106, 92, 109, 116
- CC(=O)NC1=NC(=O)/C(=C/c2ccc3c(c2)OCO3)N1C
→ 93, 103, 83, 108, 93, 99, 104, 99, 98
- CS(=O)(=O)c1ccc(-n2nc(C(=O)NCc3ccccc3)cc2-c2ccc(Cl)cc2)cc1
→ 90, 107, 59, 88, 70, 85, 66, 71, 84
- O=S1SC(c2ccccc2)=NN1c1ccccc1 (stereo unspecified)
→ 92, 110, 87, 90, 70, 88, 57, 95, 86

# New compounds follow.
SMILES,NCI-H23,COLO 205,NCI-H522,NCI-H322M,HCT-116,NCI-H226,HCT-15,NCI-H460,NCI/ADR-RES
Cc1cc(Cl)nc(N2CCN(CC(=O)Nc3ccc4c(ccn4C)c3)CC2)n1,101,104,89,107,104,106,104,106,100
NCc1c(O)ccc2ccccc12,102,105,95,96,102,96,98,108,103
C/C(=N\Nc1ccc(S(N)(=O)=O)cc1)c1ccc(N=Nc2c(Nc3ccccc3)[nH][nH]c2=O)cc1,0.2*,-11*,-29*,9.2*,0.3*,42,37,8.9*,90
Cc1nc2ccccc2n1C(=O)CC1C(=O)NC(=O)NC1=O,97,111,92,103,107,101,102,103,103
COc1cc(-c2cc3cc(O)ccc3oc2=O)cc(OC)c1OC,101,102,86,86,89,89,91,107,91
CC/C(=C(\c1ccc(OCCN2CCCCC2)cc1)c1ccc(OC(=O)c2ccccc2)cc1)c1ccc(OC)cc1,93,98,103,94,102,91,79,95,106
COc1cc2c(c(OC)c1OC)OC1(OC(=O)c3ccccc31)OC2=O (stereo unspecified),98,108,96,97,93,97,100,108,104
CCCC(O)C(F)(F)Cl (stereo unspecified),106,101,/,93,103,91,102,114,107
Cc1ccc(Nc2nc(Cl)nc3ncn(C)c23)c(C)c1,105,108,/,104,101,112,104,98,109
Nc1c(Br)cc(Br)c2c1C(=O)c1c(cccc1S(=O)(=O)O)C2=O,94,/,95,134,90,103,104,105,/
COc1ccc(C(=O)c2cc(OC)c(OC)c(OC)c2)cc1/C=C/C(=O)c1ccc(OC)c(OC)c1,32,31,4.0*,55,10,56,13,18,19
N#CCC(=O)NNc1nc2ccccc2[nH]c1=O,97,113,94,97,97,89,104,108,101
C=CCNC(=S)Nc1cccc(Cl)c1,105,114,99,106,108,103,98,107,97
O=C(Nc1ccc(Cl)cc1)Nn1cnc2ccccc21,138,113,94,75,84,102,90,104,92
Cn1cccc1C(=O)C1C(c2ccc(Cl)cc2)C2CCCN2C12C(=O)Nc1ccccc12 (stereo unspecified),90,90,78,100,85,98,87,93,91
O=C(NC1CCCC1)c1ccc(N2CCC(NCc3cccc(C(F)(F)F)c3)CC2)cc1,94,8.7*,94,89,86,85,78,100,88
Clc1ccc2c(NCCNc3nc(N4CCCC4)nc4ccccc34)ccnc2c1,11,-81*,-48*,-7.4*,-64*,-31*,-35*,-24*,60
CN1CC(c2nc3ccccc3[nH]2)CC1=O (stereo unspecified),90,104,97,104,95,96,105,107,102
